Bioassay records from PubChem.
DAX1 inh-1: NR0B1 (DAX1) inhibition. AID 504766. 0.99% of 340,000 active. HEK293 Gal4-DAX1 luciferase reporter, luminescence. inhibition, % at 6.75 µM;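 active = inhibition above the mean over all tested compounds plus 3 SD, cut at about 4.2% in these data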;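 also: 0% = DAX1-transfected cells with DMSO and 100% = empty-vector control cells with DMSO; inhibition shows as a rise in luminescence from relieved DAX1 repression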
hcDAF-12 act: activates DAF-12 receptor from parasite H. contortus; activation, % at 6.8 µM; HEK293 hcDAF-12 lit1-tk-luc reporter, luminescence; 0% DMSO, 100% Δ7-dafachronic acid; 1.4% of 370,000 active;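 active = activation above the mean of all tested compounds plus 3 SD, cut at about 5.5% in these data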;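 also: 100% = response to 3 µM Δ7-dafachronic acid high control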
NR1D1 modulator: modulators of human Rev-erb alpha DNA binding. AID 1259318. Rev-erbα–FITC-DNA binding, fluorescence polarization, 90 min. P20393. 0.79% of 370,000 active. activity, % at 10 µM;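 active = activity above about 14%, limit read from the data; passing the limit was not always enough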;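 also: 0% = DMSO wells with 35 nM protein and 100% = DMSO wells with 750 nM protein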
PLC-gamma1 inh: blocks human PLC-gamma1 enzyme activity | purified PLC-gamma1, fluorogenic substrate, fluorescence | 0.84% of 370,000 active | AID 720700 | P19174 | inhibition, % at 12.2 µM; in the data active = inhibition above about 9.5%
Target sequence (P19174 whole entry, looked up): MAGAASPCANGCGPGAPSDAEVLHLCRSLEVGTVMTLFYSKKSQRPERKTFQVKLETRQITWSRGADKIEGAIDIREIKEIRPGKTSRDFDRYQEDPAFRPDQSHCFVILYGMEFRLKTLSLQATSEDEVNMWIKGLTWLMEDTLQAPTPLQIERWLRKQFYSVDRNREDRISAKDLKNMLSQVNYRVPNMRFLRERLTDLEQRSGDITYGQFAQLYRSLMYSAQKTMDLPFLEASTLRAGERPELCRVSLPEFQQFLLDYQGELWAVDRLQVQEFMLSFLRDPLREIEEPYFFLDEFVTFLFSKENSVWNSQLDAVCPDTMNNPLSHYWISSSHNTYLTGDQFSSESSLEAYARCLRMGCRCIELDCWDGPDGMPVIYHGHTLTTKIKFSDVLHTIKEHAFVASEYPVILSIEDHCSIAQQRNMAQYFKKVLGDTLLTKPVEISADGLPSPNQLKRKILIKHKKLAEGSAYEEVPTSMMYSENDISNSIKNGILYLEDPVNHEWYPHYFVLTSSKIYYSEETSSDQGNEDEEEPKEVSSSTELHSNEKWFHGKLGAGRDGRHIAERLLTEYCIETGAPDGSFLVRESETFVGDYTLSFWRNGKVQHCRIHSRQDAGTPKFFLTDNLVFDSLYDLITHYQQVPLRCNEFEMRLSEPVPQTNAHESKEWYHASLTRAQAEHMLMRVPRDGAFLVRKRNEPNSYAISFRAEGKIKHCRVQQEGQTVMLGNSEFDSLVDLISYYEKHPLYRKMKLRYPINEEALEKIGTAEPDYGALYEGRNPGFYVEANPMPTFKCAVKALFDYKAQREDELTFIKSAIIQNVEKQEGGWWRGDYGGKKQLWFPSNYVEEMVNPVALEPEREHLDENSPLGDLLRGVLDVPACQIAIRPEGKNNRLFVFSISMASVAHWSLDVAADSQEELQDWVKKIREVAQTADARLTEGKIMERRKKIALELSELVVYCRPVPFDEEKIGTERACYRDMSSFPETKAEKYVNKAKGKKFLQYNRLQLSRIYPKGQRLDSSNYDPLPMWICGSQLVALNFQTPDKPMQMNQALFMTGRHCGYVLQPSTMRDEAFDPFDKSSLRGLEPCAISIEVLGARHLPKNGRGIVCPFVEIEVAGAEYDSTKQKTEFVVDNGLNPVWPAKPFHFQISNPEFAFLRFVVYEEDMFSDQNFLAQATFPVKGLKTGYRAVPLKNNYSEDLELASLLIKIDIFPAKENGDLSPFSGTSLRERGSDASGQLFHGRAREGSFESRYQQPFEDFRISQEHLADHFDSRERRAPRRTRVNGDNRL
MBD2 DNA inh: MBD2-methylated oligo binding inhibition | Q9UBB5 | TR-FRET, MBD2 binding to methylated oligonucleotide | inhibition, % at 4.4 µM | 0.31% of 370,000 active | AID 686964; in the data active = inhibition above about 13%
PLC-beta3 inh: inhibitors of human phospholipase C beta3; Purified PLC-beta3, fluorogenic substrate, fluorescence; 0.18% of 370,000 active; Q01970; inhibition, % at 12.2 µM; in the data active = inhibition above about 11%;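 also: 0% = median of compound wells on plate and 100% = full blocker control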
DAX1 inh-2: DAX1 (NR0B1) inhibition, primary screen; HEK293T StAR-luciferase reporter, SF-1/DAX-1 repression relief; inhibition, % at 6.8 µM; 1.1% of 370,000 active; AID 652010;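 active = inhibition above the mean over all tested compounds plus 3 SD, cut at about 3.6% in these data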;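 also: 0% = DAX-1 cells with DMSO and 100% = cells lacking DAX-1 with DMSO; higher inhibition means more luminescence from relief of DAX-1 repression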
hgDAF12 agonist: hgDAF-12 agonism, primary luciferase screen. HEK293 GAL4-hgDAF12 UAS-luciferase reporter, agonist luminescence; normalized to butyrate control. activation, % at 6.8 µM. 1.8% of 370,000 active. AID 687014;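 active = activation above a cutoff set at the mean of all screened compounds plus 3 SD, cut at about 10% in these data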;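 also: 0% = DMSO wells and 100% = sodium butyrate wells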
ADAM17 inh: ADAM17 inhibition, QFRET primary screen | recombinant ADAM17, EDANS/DABCYL FRET peptide cleavage | inhibition, % at 6.95 µM | P78536 | 0.83% of 370,000 active;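 active = inhibition above the mean of compounds lying between control limits plus 3 SD, set per campaign, cut at about 8.5% in these data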;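 also: 0% = DMSO-only wells as the low control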
SMARCA2 activ: activators of SMARCA2 function; MG213 cells, MMTV-luciferase reporter, dexamethasone, overnight; activation, % at 9.1 µM; 1% of 370,000 active; AID 652017; in the data active = activation above about 7.8%;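 also: 0% = vehicle wells and 100% = reference activator wells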
ssDAF-12 act: activates DAF-12 receptor from parasite S. stercoralis. HEK293 ssDAF-12/GRIP1 lit1-tk-luc reporter, luminescence; % of 3 µM dafachronic acid response. AID 652126. 1% of 370,000 active. activation, % at 6.8 µM;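 active = activation above the mean over all tested compounds plus 3 SD, cut at about 0.9% in these data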;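 also: 0% = DMSO-only wells and 100% = 3 µM delta7-dafachronic acid wells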
* hit, by the source's call; i = inactive; nt = no result given.

SMILES	DAX1 inh-2	DAX1 inh-1	ADAM17 inh	hgDAF12 agonist	PLC-beta3 inh	NR1D1 modulator	PLC-gamma1 inh	hcDAF-12 act	MBD2 DNA inh	SMARCA2 activ	ssDAF-12 act
Cc1cc(C)cc(-c2c(C(=O)c3ccccc3)[nH]c(N)c2C(=O)NCCc2c[nH]c3ccccc23)c1	nt	nt	4	1.1	-12	-3	-4	-1.9	2	nt	-1.4
CC(C)c1ccc(S(=O)(=O)Nc2ccc3c(c2)OCO3)cc1	0.2	-1.4	12*	-1.7	1	-2	4	-1.0	3	-4	-1.8
Cc1oc2c(c(C)cc3oc(=O)c(CC(=O)N[C@@H](CCCNC(N)=O)C(=O)O)c(C)c32)c1C	-0.1	2.2	-90	-1.6	i	8	i	-1.9	-9	-1	-1.1
Cc1ccc(N2CCN(C3=NC(=O)/C(=C\c4cccs4)S3)CC2)cc1	0.1	-0.8	-1	0.2	-2	-2	3	-1.6	3	-2	-0.9
COC(=O)[C@]12C[C@H](CC(=O)NCc3ccccc3)C(=O)N(Cc3ccc(Cl)cc3Cl)C1=C[C@H](COCc1ccccc1)O[C@@H]2C	-1.4	nt	7	-1.0	-1	-1	2	0.4	0	-3	-1.1
CC1(C)C(=O)Nc2ccccc2N1C(=O)COC(=O)c1cccc(O)c1	1.7	-0.1	3	1.7	-4	-12	3	-1.4	-3	-3	-1.3
O=C(Nc1ccc(NC(=O)c2cccs2)cn1)c1ccccc1	3.3	1.1	-5	16*	6	-1	0	5.2	-6	5	-0.2
O=C(O)c1cc(S(=O)(=O)N2CCCCC2)ccc1N1CCOCC1	0.5	0.8	-4	1.5	-6	1	-3	0.3	1	-3	-1.5
O=C1C2C3c4ccccc4C(c4ccccc43)[C@@H]2c2nc3ccccc3n21 (stereo partly specified)	-2.1	-2.2	1	-1.4	4	-4	2	-2.2	-5	2	-1.6
O=C(CCNc1cccc(Cl)c1)c1ccco1	0.3	1.1	-2	1.1	5	0	-2	0.4	-1	2	0.3
CC1CCCN(S(=O)(=O)c2ccc(NC(=O)CN3CCN(C)CC3)cc2)C1 (stereo unspecified)	-0.3	0.3	-4	2.0	1	-1	-1	-0.4	-2	-5	-1.5
Cc1cc2occ(CC(=O)NNC(=O)c3ccccc3)c2cc1C	-0.5	-0.6	1	-0.2	-9	0	1	-1.8	-4	1	-1.4
CCC(=O)Nc1ccc(OC)cc1OC	-0.6	0.5	-1	1.3	4	-3	2	-0.5	-2	2	-0.6
CN(C(=O)COC(=O)CNC(=O)C12CC3CC(CC(C3)C1)C2)C1CCS(=O)(=O)C1 (stereo unspecified)	-0.8	-0.1	-1	1.4	3	0	3	-0.1	-2	-2	-0.9
COC(=O)C1=C(C)N(CCCC(=O)O)C(=O)NC1c1cc2c(cc1[N+](=O)[O-])OCO2 (stereo unspecified)	0.1	1.0	-26	2.5	-106	-2	-62	-0.3	2	1	-1.2
CC(C)CCN1CCN(C2CCN(c3ccccc3)CC2)CC1CCO (stereo unspecified)	0.4	0.0	0	1.1	-1	-2	-2	-1.4	2	1	-1.6
CC(C)(C)NC(=O)NC(=O)CN1CCN(S(=O)(=O)c2ccc3c(c2)CCCC3)CC1	-2.5	-1.1	0	-0.7	-6	-5	2	-1.2	-1	-2	-1.2
CC(C)c1nnc(NC(=O)CCCCCN2C(=O)C3C4C=CC(C4)C3C2=O)s1 (stereo unspecified)	-0.1	-0.7	-2	4.9	-1	2	1	-2.1	0	-1	-1.2
C/C=C(\C)C(=O)NCCN1C2=NC[C@H](C(C)C)N2C[C@@H]1Cc1ccc(OC)cc1	1.3	1.0	0	-0.3	5	-4	3	1.0	0	-1	-1.4
COCCn1c(SCC(=O)NN2C(=O)NC(C)(c3ccccc3)C2=O)nnc1-c1ccncc1 (stereo unspecified)	-0.8	1.9	-5	5.3	-7	5	-5	-0.7	3	0	-1.1
O=C(CNc1ccccc1Cl)c1ccc(Br)cc1	-0.3	-1.3	0	-0.5	-5	0	-1	1.4	-4	2	-1.2
O=C(c1ccc(NS(=O)(=O)c2cccc([N+](=O)[O-])c2)cc1)N1CCN(C(=O)c2ccco2)CC1	0.8	1.0	-8	-0.9	-5	6	4	-1.3	2	-1	-1.4
Cc1cccc(OCCSc2cc(C)nc(N)n2)c1	0.1	0.1	2	2.2	1	2	4	-2.1	3	-5	-1.2
NC(=O)[C@H]1CC2(CC(c3cccc(NC(=O)[C@H]4CCC(=O)N4)c3)=NO2)CN1C(=O)c1cc([N+](=O)[O-])cc([N+](=O)[O-])c1 (stereo partly specified)	0.1	1.4	0	0.5	4	-3	2	-0.5	-6	2	-1.2
O=C(Nc1cc([N+](=O)[O-])c2[nH]c(=O)c3ccccc3c2c1)C(F)(F)F	3.9*	1.4	1	-2.8	-8	-1	-6	1.8	-5	-4	-0.3
Cc1ccc(NC(=O)COC(=O)c2ccco2)cc1S(=O)(=O)N1CCCCC1	1.1	1.4	-2	1.0	3	-3	0	0.9	-2	-1	-1.3
CCOC(=O)Nc1ccc2nc(Sc3ccc(Cl)cc3)sc2c1	-1.1	-2.5	7	-0.2	2	0	3	-1.8	4	-2	-1.6
COc1cc(NCC2COc3c(ccc(OC)c3OC)C2=O)c([N+](=O)[O-])cc1OC (stereo unspecified)	-0.7	nt	-7	-1.0	-10	7	-5	-0.8	-8	-6	-0.9
CCCC(c1nnnn1Cc1ccc(F)cc1)N1CCN(C2CCCCC2)CC1 (stereo unspecified)	-0.1	-0.1	-6	0.1	3	3	3	0.0	0	1	-1.6
Cc1nc2ccccn2c1C(=O)NNC(=O)Nc1cccc(C(F)(F)F)c1	-3.2	0.0	-4	1.9	-3	2	0	-2.7	2	0	-0.8

One compound at a time, as listed above.
Cc1cc(C)cc(-c2c(C(=O)c3ccccc3)[nH]c(N)c2C(=O)NCCc2c[nH]c3ccccc23)c1 reads DAX1 inh-2: nt; DAX1 inh-1: nt; ADAM17 inh: 4; hgDAF12 agonist: 1.1; PLC-beta3 inh: -12; NR1D1 modulator: -3; PLC-gamma1 inh: -4; hcDAF-12 act: -1.9; MBD2 DNA inh: 2; SMARCA2 activ: nt; ssDAF-12 act: -1.4
COC(=O)C1=C(C)N(CCCC(=O)O)C(=O)NC1c1cc2c(cc1[N+](=O)[O-])OCO2 (stereo unspecified) reads DAX1 inh-2: 0.1; DAX1 inh-1: 1.0; ADAM17 inh: -26; hgDAF12 agonist: 2.5; PLC-beta3 inh: -106; NR1D1 modulator: -2; PLC-gamma1 inh: -62; hcDAF-12 act: -0.3; MBD2 DNA inh: 2; SMARCA2 activ: 1; ssDAF-12 act: -1.2

New compounds follow:
SMILES	DAX1 inh-2	DAX1 inh-1	ADAM17 inh	hgDAF12 agonist	PLC-beta3 inh	NR1D1 modulator	PLC-gamma1 inh	hcDAF-12 act	MBD2 DNA inh	SMARCA2 activ	ssDAF-12 act
CC(C)CCNC(=O)COc1ccc(N(C)S(=O)(=O)c2ccc(F)cc2)cc1	0.2	2.9	-3	-1.5	1	2	-2	-3.0	0	-1	-1.7
COc1cc(NC(=O)c2cccc(NC3=NC4CS(=O)(=O)CC4S3)c2)cc(OC)c1OC (stereo unspecified)	-0.4	0.5	-2	8.2	-2	-4	1	1.9	1	-1	-0.7
CC1(c2nnc(-c3ccncc3)o2)CC(c2cccc(Cl)c2)=NO1 (stereo unspecified)	0.1	0.4	0	-0.2	-1	0	2	-0.1	0	1	-0.9
COc1ccc(/C(C)=N/OC/C(O)=C(\C#N)c2nc3ccccc3[nH]2)cc1	0.2	-1.6	-1	-0.7	-13	-4	-11	1.4	0	-2	-0.5
CS(=O)(=O)Nc1nnc(SCC(=O)N(c2ccccc2)c2ccccc2)s1	0.6	-0.8	1	1.2	3	-4	0	-0.9	0	2	-1.2
CCOC(=O)[C@]12CCCC=C1N(Cc1ccc3c(c1)OCO3)C(=O)[C@H](CC(=O)N1CCN(C(=O)c3ccco3)CC1)C2	-1.3	nt	-3	-0.8	1	-1	-1	-0.4	1	-2	-1.8
CCOc1ccc(N(C)S(=O)(=O)c2ccc3[nH]cc(C(=O)NCC(OC)OC)c(=O)c3c2)cc1	-0.9	0.4	-4	-3.9	-5	1	0	-1.7	0	1	-1.1
COc1ccc(CCNC(=O)c2ccc(-c3cccc([N+](=O)[O-])c3)o2)cc1OC	-0.1	-0.7	1	2.6	-1	-1	1	-2.4	0	1	-1.5
COC(=O)c1scc(C)c1-n1ccc(C(=O)C(=O)N(C)C)c1	0.4	1.7	5	-0.4	13*	4	7	0.6	-9	-1	-0.9
COc1cccc(C=C2SC(=S)N(Cc3ccco3)C2=O)c1OC	-0.3	nt	1	-3.5	-2	-13	-3	-1.1	2	2	-1.5
CCOC(=O)c1c(S(=O)(=O)NCc2cccs2)c(C)n(C)c1C	-1.0	0.9	-2	0.4	-4	-10	2	-2.0	0	3	-1.2
O=C(CCN1C(=O)c2ccccc2C1=O)Nc1ccc(F)cc1F	-0.7	0.1	-2	0.9	4	4	4	0.3	-1	4	-0.7
CCOC(=O)CC1C(=O)NCCN1C(=O)NC1CCCCC1 (stereo unspecified)	-0.8	-0.3	-7	0.2	-1	-3	-1	0.3	-2	-2	-0.8
CCCCN1C2=NCCCN2c2cc(C)c(C)cc21	-0.8	-0.8	-2	-1.9	5	-2	4	-1.8	-1	0	-1.6
Cc1ccc(C)c(-n2cc(-c3ccc(Cl)cc3)nc2SCC(=O)NC2CCS(=O)(=O)C2)c1 (stereo unspecified)	-0.3	-0.5	2	2.6	3	5	2	1.0	-3	-5	-1.4
Cc1noc(C)c1COC(=O)c1ccc2c(c1)OCO2	-1.0	-0.2	-2	-0.6	4	-2	1	-1.4	1	4	-0.7
CCOC(=O)c1ccc(Nc2ncnc3ccccc23)cc1	0.5	-0.9	-9	-0.7	-156	-2	-103	-0.6	4	-1	-1.2
COC(=O)c1ccccc1NC(=O)CSc1n[nH]c(-c2cccnc2)n1	-0.5	-0.1	-3	-2.0	0	3	0	-0.7	5	-3	-1.8
COCc1cc(/C=N\NC(=O)Cc2ccc(OC)cc2)ccc1OC	-0.2	-0.1	0	1.6	1	0	1	-2.4	-5	-2	-0.9
CCOC(=O)C1CCCN(S(=O)(=O)c2ccc(Br)s2)C1 (stereo unspecified)	-1.1	-0.5	-1	0.0	5	0	1	-2.2	-1	2	-1.1
O=C(Nc1cccc(C(F)(F)F)c1)Nc1nnc([C@H]2C[C@H](O)[C@@H](CO)O2)s1	0.1	nt	2	-0.6	3	-3	2	-1.3	1	1	-1.1
CCc1nc2ccc(C(=O)N(CC)CCN(C)C)cn2c1N(C)CCCc1ccccc1	-0.9	nt	-11	0.8	-8	-1	-2	0.0	-3	-2	-0.4
CC(=O)c1ccc(NC(=O)C2CCCN(S(=O)(=O)c3c(C)[nH]c(=O)[nH]c3=O)C2)cc1 (stereo unspecified)	0.2	-0.1	1	-0.8	1	-1	-1	-0.4	-2	1	-1.7
COc1cc2cc(C#N)c(SCC(=O)N3CCOCC3)nc2cc1OC	-0.2	-0.4	-17	2.2	-26	0	-20	-1.2	-3	6	-1.2
CCOC(=O)c1oc2c(CN3CCN(CCO)CC3)c(O)c(CC)cc2c(=O)c1-c1nc2ccccc2s1	0.0	1.1	-17	-0.4	-290	-2	-226	-0.8	-1	-3	-0.8
C/C(=N\NC(=O)c1ccc(N(C)C)cc1)c1cccnc1	1.2	0.2	3	0.6	-33	-5	-22	-0.2	-8	2	-1.0
O=[N+]([O-])c1cc(Cl)ccc1N1CCN(c2ccccc2O)CC1	-0.8	nt	4	3.1	-1	4	-1	-2.3	0	0	-1.5
